Salmonella PhoP GFP – PhoP regulon inhibitors, Salmonella typhi PhoP promoter GFP reporter, confirmatory (AID 1850). Salmonella Typhi PhoP-promoter GFP reporter, fluorescence, 4 h; higher % means a stronger effect. inhibition, % at 50 µM; hits with a dose series show IC50 in µM. actives 0.33% (n = 310,000); in the data active = a potency from the dose series; inconclusive = inhibition mostly from about 25% at the one dose, without a potency; inactive = the rest, 99 in 100 with inhibition below about 19%;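 also: 0% = induced wells with vehicle and 100% = uninduced wells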
M. tuberculosis HTS – M. tuberculosis growth inhibition, HTS (AID 449762). M. tuberculosis H37Rv growth inhibition, 7H9 media; higher % means a stronger effect. one-dose inhibition, % at 25 µM; IC50 in µM for titrated hits. actives 0.59% (n = 330,000); in the data active = a potency from the dose series; inconclusive = inhibition above about 70% without an active follow-up result;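 also: bacterial growth assessed after seven days of incubation; strong numbers were not always called active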
H1N1 NS1A inhibition – H1N1 influenza NS1A inhibitors, functional cell based assay (AID 504329) | NS1A functional cell-based assay, percent inhibition; higher % means a stronger effect | one-dose inhibition, % at 12.5 µM; IC50 in µM for titrated hits | actives 0.3% (n = 340,000); in the data active = a potency from the dose series; inconclusive = inhibition above about 27% without an active follow-up result; also: strong numbers were not always called active
VEEV TC-83 Vero – inhibitors of VEEV TC-83 cytopathic effect, confirmation, Vero cells (AID 588727). Vero cells, VEEV TC-83 cytopathic effect inhibition; higher % means a stronger effect. inhibition, % at 20 µM, or IC50 in µM where a hit was titrated. actives 0.13% (n = 350,000); in the data active = a potency from the dose series; inconclusive = inhibition mostly from about 14% at the one dose, without a potency; inactive = the rest, 99 in 100 with inhibition below about 12%; also: strong numbers were not always called active
tuberculosis growth – growth inhibition of non-replicating M. tuberculosis (AID 488890); Mycobacterium tuberculosis non-replicating, growth inhibition; higher % means a stronger effect; inhibition, % at 25 µM; hits with a dose series show IC50 in µM; actives 0.39% (n = 320,000); in the data active = a potency from the dose series; inconclusive = inhibition mostly from about 82% at the one dose, without a potency; inactive = the rest, 99 in 100 with inhibition below about 76%;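 also: plate controls were DMSO cells for no effect and high antibiotic wells for full effect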
VEEV TC-83 Vero 10K pilot screen – second read-out of VEEV TC-83 Vero, no call of its own (marks repeat the call); inhibition, %; measured here: 10K pilot screen inhibition
Starred values were filed as active, the others as inactive; i = inactive; u = inconclusive; x = not tested or not shown.

Start of the data: the first 2 records, ahead of the listing:
SMILES | Salmonella PhoP GFP | M. tuberculosis HTS | H1N1 NS1A inhibition | VEEV TC-83 Vero | tuberculosis growth | others
CCN(CC(=O)NCc1cccs1)c1nnnn1-c1ccccc1 | -3% | -2% | -5% | 0.8% | 5%
CCOC(=O)[C@@H]1[C@H]2COc3cc(OC)ccc3[C@H]2N2C(=O)N(c3ccc(C)cc3)C(=O)[C@]12C | x | 11% | 0% | i | 38%

This part in full (from the top)
SMILES | Salmonella PhoP GFP | M. tuberculosis HTS | H1N1 NS1A inhibition | VEEV TC-83 Vero | tuberculosis growth | others
CCN(CC(=O)NCc1cccs1)c1nnnn1-c1ccccc1 | -3% | -2% | -5% | 0.8% | 5%
CCOC(=O)[C@@H]1[C@H]2COc3cc(OC)ccc3[C@H]2N2C(=O)N(c3ccc(C)cc3)C(=O)[C@]12C | x | 11% | 0% | i | 38%
COc1ccc(S(=O)(=O)NCC2CCCN(C(=O)c3cccnc3C)C2)cc1 (centres undefined) | -1% | 6% | -6% | i | 13%
COc1ccc(S(=O)(=O)Nc2ccc3c(c2)C(=O)N([C@H](C)CO)C[C@H](C)[C@@H](CN(C)S(=O)(=O)c2c(C)noc2C)O3)cc1 | x | 7% | 4% | 2.6% | 28%
CCOc1cccc(CN2CCCC(CNC(=O)c3cccc(OC)c3OC)C2)c1 (centres undefined) | -5% | -3% | 1% | i | 6%
COc1ccc(N=C2SC(CC(=O)Nc3ccccc3OC)C(=O)N2Cc2ccco2)cc1 (centres undefined) | -10% | 11% | -1% | 6.5% | 4%
COc1ccc(NC(=O)N(C)C[C@H]2Oc3ccc(NC(=O)Cc4ccccc4)cc3C(=O)N([C@H](C)CO)C[C@@H]2C)cc1 | x | -5% | -5% | 0.3% | 18%
COc1ccc(-n2nc3c(c2NC(=O)c2ccc4c(c2)OCO4)CS(=O)(=O)C3)cc1 | 3% | 4% | 5% | 0.5% | 9%
CN1C(=O)N(C)C2(c3ccccc3)Nn3c(s/c(=C/c4ccco4)c3=O)=NC12c1ccccc1 (centres undefined) | -2% | -7% | 15% | 4.4% | 10%
CCCOC(=O)Nc1ccc(S(=O)(=O)Nc2ncccn2)cc1 | -5% | -2% | -4% | i | 2%
O=c1c2nncn2c2cccnc2n1CCNc1ncc(C(F)(F)F)cc1Cl | 1% | 4% | 16% | 3.7% | -5%
CCSc1nnc(NC(=O)c2cccnc2)s1 | 4% | 12% | -3% | 2.1% | 1%
CC(C)(C)NC(=S)N1CCC(C(=O)c2ccc(F)cc2)CC1 | -3% | 4% | -6% | 1.1% | 5%
COc1ccc(S(=O)(=O)N2CCCC2CNC(=O)C(=O)NCc2ccccc2)cc1 (centres undefined) | 3% | -4% | -5% | 2.1% | 12%
O=S(=O)(Nc1cccc(-n2cnnn2)c1)c1cc(Br)ccc1Br | -9% | -1% | -9% | 1.7% | 25%
COc1ccc(NC(=O)CN2CC(C)OC(C)C2)cc1Cl (centres undefined) | -11% | 0% | -4% | 0.1% | -9%
CCOC(=O)C1CCCN(Cc2c(C(=O)N3CCOCC3)nc3ccccn23)C1 (centres undefined) | -3% | -2% | 8% | i | 2%
CC(=O)N(c1ccc(C)cc1)C1C=CS(=O)(=O)C1 (centres undefined) | -6% | -2% | -3% | 1.0% | -9%
Cc1cc(=O)n2[nH]c(N3C(=O)CCC3=O)nc2n1 | 0% | 1% | 4% | 0.1% | -4%
CCn1c(=O)n(CC(=O)Nc2cc(OC)c(OC)c(OC)c2)c(=O)c2ccccc21 | 2% | 5% | -11% | 0.8% | 4%

Fetched by compound from above (six):
SMILES | Salmonella PhoP GFP | M. tuberculosis HTS | H1N1 NS1A inhibition | VEEV TC-83 Vero | tuberculosis growth | others
COc1ccc(NC(=O)CN2CC(C)OC(C)C2)cc1Cl (centres undefined) | -11% | 0% | -4% | 0.1% | -9%
CCSc1nnc(NC(=O)c2cccnc2)s1 | 4% | 12% | -3% | 2.1% | 1%
COc1ccc(S(=O)(=O)N2CCCC2CNC(=O)C(=O)NCc2ccccc2)cc1 (centres undefined) | 3% | -4% | -5% | 2.1% | 12%
CCOC(=O)C1CCCN(Cc2c(C(=O)N3CCOCC3)nc3ccccn23)C1 (centres undefined) | -3% | -2% | 8% | i | 2%
CC(=O)N(c1ccc(C)cc1)C1C=CS(=O)(=O)C1 (centres undefined) | -6% | -2% | -3% | 1.0% | -9%
Cc1cc(=O)n2[nH]c(N3C(=O)CCC3=O)nc2n1 | 0% | 1% | 4% | 0.1% | -4%

Other records
SMILES | Salmonella PhoP GFP | M. tuberculosis HTS | H1N1 NS1A inhibition | VEEV TC-83 Vero | tuberculosis growth | others
COc1ccc(CN2CCN(c3ccc(F)cc3)CC2)c(OC)c1OC | -14% | 0% | -4% | i | -13%
COc1ccc(NC(=O)CCCN2C(=O)C3C4C=CC(C4)C3C2=O)c(OC)c1 (centres undefined) | 6% | -6% | 4% | 0.3% | -8% | VEEV TC-83 Vero 10K pilot screen=3.4
CCC1=C(OC(=O)N(CC)CC)N2C(=O)OC(=NCCOC)[C@]2(Cc2ccccc2)[C@H]2C1=CC[C@H]1C(=O)N(CC)C(=O)[C@H]12 | -5% | -8% | -3% | 0.7% | 5%
COc1ccc(NC(=O)COC(=O)c2ccc(N3CCCC3=O)cc2)cc1OC | 0% | 10% | 7% | i | 2%
O=c1oc2cc(O)ccc2cc1S(=O)(=O)c1ccccc1 | -6% | -4% | 15% | i | 41%
CC(NC(=O)c1ccco1)C(=O)OC(C)C(=O)NCc1ccccc1 (centres undefined) | 10% | -5% | -1% | 0.2% | 2%
O=C(Nc1cccc(-c2cn3ccccc3n2)c1)c1cccc(Cl)c1 | -8% | 6% | 8% | 0.1% | 10%
Cc1ccc(C(=O)NCCNS(=O)(=O)c2ccccc2[N+](=O)[O-])cc1 | 3% | -2% | -8% | 5.4% | -15%
Cc1ccc(C23CC4CC(CC(C(=O)NC(C)C)(C4)C2)C3)cc1 | -4% | 3% | -10% | i | 38%
O=C(NC(=S)Nc1ccccc1O)c1ccc(Cl)cc1Cl | 9% | u | 3% | 7.6% | u
COCCNC(=O)/C(C#N)=C/C=C/c1ccccc1 | -4% | -3% | -14% | 6.1% | 16%
COc1ccc(C(=O)OCC(=O)NC2CC2)cc1S(=O)(=O)N(C)Cc1ccccc1 | 7% | 0% | -14% | 2.4% | -8%
CCOC(=O)c1c(CN2CCOCC2)oc2ccc(OC)cc12 | -4% | -3% | -13% | 0.5% | 5%
CCn1c(O)c(C(=O)CC2NCCc3ccccc32)c(=O)n(CC)c1=S (centres undefined) | 2% | 3% | -1% | i | i
COc1ccc(-n2c(N)c(-c3nc4ccccc4n3C)sc2=S)cc1 | -2% | 5% | 7% | 1.7% | 0%
Cc1c(/C=N\NC(=O)c2cccc(F)c2)cnn1C | 21% | -5% | 2% | 0.5% | -9%
O=C(NN=Cc1ccc(N(CCCl)CCCl)cc1Cl)c1cccnc1 | x | x | 6% | 2.4% | x
NC(=O)CC(NC(=O)Cc1cccc2ccccc12)c1ccc(NCCc2ccc(F)cc2)c([N+](=O)[O-])c1 (centres undefined) | 5% | -2% | -2% | 0.3% | 6%
COC(=O)C1CN(S(=O)(=O)c2ccccc2)CCN1S(=O)(=O)c1ccccc1 (centres undefined) | -7% | 11% | -6% | i | 7%
CCCc1c(C)nc2c(OC)cccc2c1SCC(=O)O | -4% | 0% | 13% | 0.1% | u
CCCN1CCC(NCC(C)c2ccccc2)CC1 (centres undefined) | 4% | 5% | 2% | 0.2% | -6%
O=C(COc1ccccc1)Nc1c2c(nn1-c1ccccc1)CS(=O)(=O)C2 | -6% | -15% | 1% | 1.3% | -11%
COc1ccc(C)cc1S(=O)(=O)N(C)CC(=O)N1CCCCC1 | 5% | 2% | -3% | i | -5%
CCOc1ccccc1C1NC(=O)NC(C)=C1C(=O)OC1CCCCC1 (centres undefined) | 7% | 7% | -2% | 1.2% | 9%
COc1ccc(/C(N)=N/OC(=O)CSc2ccccc2)cc1OC | -14% | -12% | -2% | 4.2% | 8%
NC(=O)COC(=O)CN1C(=O)C2CCCCC2C1=O (centres undefined) | -2% | -12% | 1% | 0.8% | -14%
Cc1ccc(C(=O)CSc2nc3ccccc3o2)cc1 | -6% | 4% | -8% | i | u
CCC(=O)N1CCc2cc(Br)cc(S(=O)(=O)NCCN3CCCCC3C)c21 (centres undefined) | 0% | -11% | 1% | 0.6% | -14% | VEEV TC-83 Vero 10K pilot screen=0.2
N#Cc1cc(O)c(-n2nnc3ccccc32)cc1C#N | -9% | 0% | 4% | 0.1% | 3%
CC(=O)OC(C)CS(=O)(=O)c1ccccc1 (centres undefined) | 6% | 0% | -9% | i | -11%
CCn1cc(/C=C(\NC(=O)c2cc(OC)c(OC)c(OC)c2)C(=O)N2CCN(C)CC2)c2ccccc21 | -4% | -1% | 2% | 2.0% | 9%
O=C(COc1ccc(S(=O)(=O)NCc2ccccc2)cc1Cl)N1CCOCC1 | -1% | 1% | 4% | 1.2% | -9% | VEEV TC-83 Vero 10K pilot screen=1.3
Cc1nc(SCC(=O)N2CC(=O)Nc3ccccc32)nc(C)c1C | 6% | -8% | 0% | 0.2% | -20%
C=CCOC(=O)C1=C(C)N=C2SCCC(=O)N2C1c1ccc(OC(=O)c2ccco2)cc1 (centres undefined) | 23% | -11% | -2% | 2.0% | 18%
NC(=O)NC(Cc1ccccc1)C(=O)N1CCN(S(=O)(=O)c2ccc(Cl)cc2)CC1 (centres undefined) | x | -7% | 1% | 7.7% | 19%
COc1ccc(CCNC(=O)CCc2nnc(Cc3ccc4c(c3)OCO4)o2)c(OC)c1 | -7% | 3% | -7% | 1.8% | 42%
CC1CCN(CC(=O)Nc2cccc([N+](=O)[O-])c2)CC1 | 4% | 57% | -5% | i | 48%
COC(=O)c1cc(C(=O)Nc2ccc(C)cn2)cc([N+](=O)[O-])c1 | 0% | -1% | 1% | 4.3% | -3%
COc1ccccc1C(=O)N/C(=C\c1ccc(Br)cc1)C(=O)NCCCO | 5% | 0% | -2% | 3.7% | 7%
Brc1ccc2nc(N3CCN(c4ccccc4)CC3)sc2c1 | -1% | -5% | 0% | 2.5% | -4%
Cc1c(N2C(=O)c3ccc4c5c(ccc(c35)C2=O)CC4)c(=O)n(-c2ccccc2)n1C | -5% | -8% | 2% | 3.9% | -11%
Cc1cc(C)n2nc(C(=O)OCC(=O)NC(=O)c3ccccc3)nc2n1 | 0% | -2% | -5% | 0.5% | -5%
CC1(NC(=O)NCc2ccccc2)CCS(=O)(=O)C1 (centres undefined) | -3% | -8% | 2% | 0.5% | 2%
COC(C[C@H](O)[C@H](C)[C@@H](O)COCc1ccccc1)OC | x | x | 11% | 1.3% | x

An unsorted share of the library, and some 1.5% of all compounds hit somewhere here.
